Source: PubChem BioAssay (several laboratories)
AddAB inh: less growth of phage-infected E. coli with AddAB. E. coli expressing H. pylori AddAB, absorbance growth. inhibition, % at 11.9 µM. 0.29% of 330,000 active. AID 435030; in the data active means inhibition above about 12%;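 further: 0% = vehicle wells of infected cells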
E coli growth: reduces bacterial viability in AddAB counter-screen | E. coli V3065 growth, OD600 absorbance, 18 h | inhibition, % at 11.9 µM | 0.27% of 330,000 active | AID 449728;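 active means inhibition above the campaign's mean inhibition across all tested compounds plus 3 SD, cut at about 9.9% in these data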;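 further: uninfected addAB+ strain grown without phage in ampicillin broth; 0% = DMSO wells and 100% = ciprofloxacin 0.95 µg/ml wells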
PfHsp90 set2: inhibits growth of yeast expressing Plasmodium falciparum Hsp90; inhibition, % at 9.4 µM; S. cerevisiae expressing PfHsp90, BacTiter-Glo ATP, 48 h; yeast lacking PDR1 and PDR3 efflux regulators; AID 504621; 0.32% of 310,000 active;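 active means every replicate shows inhibition above about 80%, whatever the replicate mean, limit read from the data; inconclusive means mean inhibition reaches the set limit but some replicate falls short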;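 further: 0% = DMSO neutral controls and 100% = 20 µM radicicol positive controls; yeast relying on Plasmodium falciparum Hsp90 in place of its own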
Tat transport: blocks Tat-dependent protein export in E. coli; 0.036% of 340,000 active; E. coli MC4100 TorA-mCherry Tat export, fluorescence; inhibition, % at 10 µM;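 active means mean replicate inhibition at least 50% and at least half of replicates individually reaching 50%; inconclusive means only one of the two criteria met; inactive means neither criterion met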;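 further: exported cargo escapes ClpAP degradation while cytoplasmic cargo is degraded and loses fluorescence; 0% = median of neutral control wells and 100% = median of NaSCN control wells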
PKA-R1A act: PKA-R1A complex activation; P00514+P68181; PKA-R1A dissociation, Cy5-IP20 fluorescence polarization; scaled: DMSO 0%, 113 µM cGMP 100%; activation, % at 11.4 µM; 0.083% of 340,000 active;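 active means percent activation above the mean of all tested compounds plus 3 SD, cut at about 19% in these data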;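 further: higher means more PKAc released from R1A so a rise in polarization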
phage Ecoli inh: E. coli growth loss with phage present. growth absorbance. inhibition, % at 11.9 µM. 0.26% of 360,000 active. AID 651602; in the data active means inhibition above about 11%
SUMO Mot1 rescue: blocks SUMOylation pathway, rescuing yeast Mot1-301 growth | 1% of 320,000 active | S. cerevisiae Mot1-301 growth rescue, ATP luminescence, 38.5C; percent above DMSO median, 100 means doubled | growth rescue, % at 18.8 µM | AID 2716;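 active means every valid replicate shows activation above 250% relative to neutral control wells; inactive means the rest, any valid replicate at or below 250%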;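 further: OY570 slx delta 5 strain wells were the positive control but not used for scaling; some compounds called inactive have numbers as strong as hits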
Pemphigus Ab inh: human desmoglein-3 autoantibody binding inhibition; AID 588358; DSG3-coupled beads, scFv-anti-DSG3-GFP binding, flow cytometry; active compounds read low; 0.48% of 310,000 active; P32926; binding (percent of control), % at 10 µM;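 active means binding more than 3 SD below its plate's average and above zero; inconclusive means below that plate limit but binding exactly zero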;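 further: hits lower antibody fragment binding to DSG3; some compounds called inactive have numbers as strong as hits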
Arrestin-AP2 inh: human beta-arrestin and AP2 interaction inhibition; inhibition, % at 10 µM; FITC-arrestin peptide / GST-AP2 beads, flow cytometry; AP2 beta2 appendage carries R879A mutation; 0.31% of 340,000 active;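 active means inhibition above a set limit, near 3 SD of compounds lacking own fluorescence, cut at about 54% in these data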;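 further: plate controls were DMSO wells for no effect and 5 µM unlabelled arrestin peptide for full effect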
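System: GST-AP2 R879A glutathione beads. Medium: PBS with 0.05% Tween 20 and 0.1% BSA. Also added: FITC-arrestin peptide, 50 nM. Incubation: 12 min plus 1 h, RT. Measured by: high-throughput flow cytometry of beads, ex 488, em 535 nm. Evaluation: percent drop in bead-associated FITC signal.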
OPRM1-OPRD1 inv: inverse agonist of human OPRM1-OPRD1 heterodimerization; inhibition, % at 9.3 µM; cell-based MOR-DOR heterodimer luminescence, inverse agonism; 0.21% of 340,000 active; AID 504357; P35372+P41143; in the data active means inhibition above about 22%, passing the limit was not always enough;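 further: 0% = cells with DMSO and 100% = wells without cells with DMSO; values of inactives mirror those of a sister screen read the other way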
Target sequence (P35372 whole entry, looked up): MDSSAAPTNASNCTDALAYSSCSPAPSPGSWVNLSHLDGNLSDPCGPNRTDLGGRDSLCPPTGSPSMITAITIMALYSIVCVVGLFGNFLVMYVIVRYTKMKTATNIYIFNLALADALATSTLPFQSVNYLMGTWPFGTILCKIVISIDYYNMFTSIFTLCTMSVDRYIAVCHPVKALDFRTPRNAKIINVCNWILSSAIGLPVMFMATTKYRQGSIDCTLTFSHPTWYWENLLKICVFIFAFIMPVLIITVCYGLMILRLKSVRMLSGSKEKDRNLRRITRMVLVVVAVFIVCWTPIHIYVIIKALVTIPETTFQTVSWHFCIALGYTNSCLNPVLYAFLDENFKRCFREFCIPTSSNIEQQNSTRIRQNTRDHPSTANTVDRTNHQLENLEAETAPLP
Target sequence (P41143 whole entry, looked up): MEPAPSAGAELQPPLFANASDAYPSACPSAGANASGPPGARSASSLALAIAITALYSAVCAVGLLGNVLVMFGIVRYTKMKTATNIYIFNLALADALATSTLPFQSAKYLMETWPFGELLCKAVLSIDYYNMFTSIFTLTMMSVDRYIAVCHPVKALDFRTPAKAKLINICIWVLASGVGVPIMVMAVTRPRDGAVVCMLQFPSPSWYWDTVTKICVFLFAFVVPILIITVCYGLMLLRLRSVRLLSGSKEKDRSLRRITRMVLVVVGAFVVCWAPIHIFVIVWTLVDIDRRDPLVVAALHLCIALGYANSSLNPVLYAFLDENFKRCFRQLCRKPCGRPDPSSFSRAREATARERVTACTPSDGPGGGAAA
MOR-DOR ag: agonists of human mu-delta opioid receptor heterodimerization; P35372+P41143; AID 504326; activation, % at 9.3 µM; 0.3% of 340,000 active; cells, OPRM1-OPRD1 heterodimerization, luminescence; in the data active means activation above about 18%;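 further: 0% = vehicle-treated cells and 100% = reference agonist; values of inactives mirror those of a sister screen read the other way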
* marks the source's active call; other numbers are inactive results; u = inconclusive; x = not tested or not shown.

SMILES | AddAB inh | E coli growth | PfHsp90 set2 | Tat transport | PKA-R1A act | phage Ecoli inh | SUMO Mot1 rescue | Pemphigus Ab inh | Arrestin-AP2 inh | OPRM1-OPRD1 inv | MOR-DOR ag
O=C(C1CCCN(S(=O)(=O)c2cccnc2)C1)N1CCn2c1nc1ccccc12 (stereo not drawn) | 5.6 | -1.1 | x | u | 8 | 1.2 | -4 | 107 | 10 | x | x
COc1ccccc1CC(=O)NC12CC3CC(CC(C3)C1)C2 | 5.2 | -0.9 | 8 | -3 | -4 | -0.3 | 62 | 99 | -1 | 10 | -2.1
Cc1nc2sc3c(O)cc(=O)[nH]c3c2c(C)c1C | 2.5 | 1.7 | -10 | -2 | -7 | 2.1 | -12 | 104 | -4 | 4 | -0.7
CCn1c(SCC(N)=O)nnc1C(C)C | 3.9 | 2.4 | 8 | -6 | -5 | 2.1 | -1 | 103 | 35 | 6 | -1.2
Cc1ccc(NC(=O)c2cccc(Cl)c2)nc1 | 3.3 | -1.1 | 30 | -4 | 2 | 1.4 | 692 | x | 2 | 12 | -2.8
COc1ccc(S(=O)(=O)NCCN2CCOCC2)c(C)c1C | 4.2 | -1.8 | -4 | -1 | 5 | 0.6 | 141 | 85 | -9 | 11 | -2.3
N#CC(Cc1ccc(OC(F)F)cc1)c1nc2ccccc2[nH]1 (stereo not drawn) | -0.2 | -0.2 | 4 | -8 | 5 | 1.8 | 0 | 95 | 4 | 8 | -1.6
CC(=O)CCC(=O)NCCc1ccccc1F | 0.2 | -1.9 | 13 | 0 | -6 | -0.3 | x | 111 | 2 | 4 | -0.8
CC(C)(C)NC(=O)CN1C(=O)/C(=C/c2ccccc2)SC1=S | 2.5 | -1.4 | -5 | 4 | 2 | 5.6 | -5 | 96 | -3 | 8 | -1.4
CCOC(=O)C1=C(C)N(CCCC(=O)O)C(=O)NC1c1ccccc1 (stereo not drawn) | -1.4 | -0.6 | x | -19 | -4 | 3.0 | 7 | 96 | 27 | 16 | -2.9
CC(Cc1ccccc1)C(=O)N1CCN(C)CC1 (stereo not drawn) | 1.9 | 1.9 | 5 | -3 | -6 | 2.9 | -10 | x | 2 | 13 | -2.2
O=C(NC1CCC1)C1CCC(=O)N(Cc2cccc(F)c2)C1 (stereo not drawn) | x | x | 9 | -11 | -9 | 0.9 | 0 | 118 | 2 | 16 | -3.1
CN1CCN(Cc2c(O)ccc3occ(C(=O)c4ccccc4)c23)CC1 | -0.5 | 1.8 | 14 | -4 | 8 | -1.3 | 5 | 100 | 21 | 8 | -1.3
O=C(NCC(O)c1ccccc1)c1cccc(S(=O)(=O)N2CCOCC2)c1 (stereo not drawn) | 1.4 | -0.3 | 11 | -2 | -8 | 1.1 | 734 | 104 | -4 | 1 | -0.2
CC(C)n1nc(C(=O)Nc2ccc(-n3cnnn3)cc2)c2ccccc2c1=O | -3.4 | 0.1 | -3 | 8 | 13 | 2.7 | -5 | 95 | 7 | 7 | -1.4
Cc1ccc(Cn2c(-c3nonc3N)nc3ccccc32)cc1 | 1.6 | -1.3 | -31 | -8 | -11 | 6.5 | 22 | x | -1 | -9 | 2.1
CCOC(=O)C1=C(c2ccccc2)NC(SCC(N)=O)=C(C#N)C1c1cccnc1 (stereo not drawn) | -0.7 | -1.6 | -30 | -5 | 1 | 1.9 | -25 | 98 | -1 | 16 | -3.3
CC(OCC(O)CN(C)Cc1nc2ccccc2c(=O)[nH]1)c1ccc(Cl)cc1 (stereo not drawn) | 0.9 | -2.9 | -9 | 0 | -11 | 2.0 | 4 | 106 | 23 | -10 | 1.9
Cc1ccc(S(=O)(=O)N2CCCSCC2)cc1 | 3.0 | 2.3 | -1 | 2 | 2 | 2.0 | -25 | 108 | -2 | 10 | -1.8
COC(=O)CSc1nnc(-c2ccc(S(=O)(=O)NCc3cccs3)cc2)o1 | -0.7 | -1.4 | x | 14 | 10 | 2.8 | -5 | 106 | 3 | -2 | 0.4
Cc1cccn2c(=O)c(/C=C(\C#N)S(=O)(=O)c3ccccc3)c(N3CCN(C)CC3)nc12 | 2.2 | 0.9 | 8 | -9 | 0 | 2.4 | 2 | 114 | -4 | 14 | -3.1
CCSC1=NCCN1S(=O)(=O)c1ccc(NC(C)=O)cc1 | -0.2 | -0.8 | 1 | -1 | 11 | 4.7 | 1 | 87 | 2 | -4 | 0.6
O=C(CN(C(=O)CCC(=O)Nc1ccccn1)c1ccc2c(c1)OCO2)NCc1ccco1 | 2.1 | -1.2 | -8 | 2 | -7 | 0.5 | -1 | 107 | 2 | 13 | -3.0
CCn1c(SCC(=O)Nc2cc(C)on2)nnc1-c1ccncc1 | 1.8 | 0.4 | 19 | 0 | 0 | 3.4 | 11 | 104 | -4 | 24 | -4.2
O=C(CN1C(=O)NC2(CCCC2)C1=O)NCCc1ccc(F)cc1 | 0.3 | -0.9 | 31 | 0 | -6 | -1.9 | -6 | 90 | 31 | 4 | -0.8
(cont.)
SMILES | AddAB inh | E coli growth | PfHsp90 set2 | Tat transport | PKA-R1A act | phage Ecoli inh | SUMO Mot1 rescue | Pemphigus Ab inh | Arrestin-AP2 inh | OPRM1-OPRD1 inv | MOR-DOR ag
O=C1c2cccc3cccc(c23)C(=O)N1CCCc1n[nH]c(=S)n1-c1ccccc1 | -0.2 | -0.8 | -47 | 0 | -4 | 0.5 | 3 | 106 | 22 | 6 | -1.3
Nc1ccc(C(=O)Nc2ccc3nc(-c4cccnc4)[nH]c3c2)cc1 | 3.7 | 2.5 | -3 | -14 | -6 | 2.3 | -10 | 107 | 3 | 3 | -0.6
Cn1c(N)c(C(=O)CSc2nnc(C3CC3)n2N)c(=O)n(C)c1=O | 0.4 | 1.1 | -21 | 6 | 0 | 0.0 | -10 | 83 | -4 | -2 | 0.5
Cn1c(=O)c2cc(S(=O)(=O)NCCC(=O)Nc3ccc(Cl)cc3)ccc2n(C)c1=O | -0.3 | -1.7 | -7 | 9 | 1 | 1.2 | -13 | 100 | 7 | 0 | -0.1
COc1ccc(C)cc1NC(=O)C1CCCCC1C(=O)O (stereo not drawn) | 0.6 | 0.5 | -4 | 3 | 1 | -0.6 | 14 | 116 | -5 | -5 | 0.8
COc1ccc(C2CC(c3ccc4ccccc4c3)=NN2C(=O)CN2CCC(C(N)=O)CC2)cc1 (stereo not drawn) | 0.2 | -2.4 | x | 6 | -9 | 0.9 | -7 | 122 | 8 | 12 | -2.5
CC(C)(C)c1ccc(C(=O)Nn2c(CCC(=O)O)ccc2-c2cccs2)cc1 | 2.1 | 0.9 | -4 | -1 | -7 | -0.2 | -1 | 100 | 23 | 7 | -1.3
COC(=O)c1ccc(N2C(=O)C3CC(C)=C(C)CC3C2=O)cc1 (stereo not drawn) | -1.9 | 1.4 | -10 | -2 | -5 | 3.4 | -5 | 113 | -19 | 8 | -1.6
CC12CCC(C(=O)N3CCC(Cc4ccccc4)CC3)(C(=O)C1=O)C2(C)C (stereo not drawn) | 2.0 | 0.2 | 6 | 1 | -7 | 4.0 | -17 | 102 | -1 | -24 | 3.3
CC(C)[C@H](NC(=O)c1ccccc1)C(=O)OCC(=O)N1CCN(C(=O)c2ccco2)CC1 | 2.2 | 0.9 | 10 | -6 | -2 | 2.1 | 2 | 101 | 19 | -2 | 0.4
N/C(=N\OC(=O)c1cccc(Cn2cc(C(F)(F)F)ccc2=O)c1)c1ccc(Cl)cc1 | 6.3 | 1.6 | 12 | 1 | x | -0.7 | -9 | 98 | 2 | x | x
CN(C)CCCn1c2c(c(SCC(=O)Nc3nccs3)nc1=O)CCC2 | 5.5 | 2.1 | -11 | -5 | -11 | 4.0 | 2 | 92 | 23 | 7 | -1.4
COc1cccc(NC(=O)C2CCN(S(=O)(=O)c3ccccc3)CC2)c1 | 4.5 | 0.8 | 6 | -4 | -7 | 4.4 | 62 | 123 | -13 | 15 | -2.7
CCN(CC)S(=O)(=O)c1cccc(NC(=O)c2cncc(Br)c2)c1 | 0.2 | 0.8 | 0 | 2 | -6 | 2.3 | x | 97 | -10 | 8 | -1.6
CCOc1ccc(NC2=CC(=O)CCC2)cc1 | 1.8 | -1.9 | -8 | 0 | 6 | 1.6 | 9 | 136 | 13 | -1 | 0.2
CCOC(=O)C1=C(COC(=O)/C=C/c2cccc(Cl)c2)NC(=O)NC1C (stereo not drawn) | -0.1 | 1.1 | 3 | 5 | 4 | 1.3 | -2 | 106 | 14 | -32 | 4.9
Cc1ccc(CNCc2ccco2)cc1 | x | x | -43 | -2 | 3 | -0.5 | 6 | 115 | 4 | 10 | -1.9
COc1cccc2sc(NNC(=O)COc3ccccc3)nc12 | 0.8 | 2.6 | 14 | -6 | -1 | 2.5 | -18 | 98 | 6 | 9 | -1.8
Cc1cccc(NC(=O)c2ccc(S(=O)(=O)N(C)c3ccccc3)cc2)n1 | 1.3 | -0.9 | x | -13 | -12 | 1.9 | 17 | 88 | 5 | 3 | -0.5
Cn1cc(C(=O)N2CCN(C(=O)c3ccco3)CC2)c2c3ccccc3n(C)c2c1=O | 3.6 | 1.1 | 5 | -2 | 0 | 2.6 | 8 | 103 | 19 | -8 | 1.6
CCOC(=O)c1sc(SC)c2c1CCCC2=O | 1.8 | 2.9 | -23 | 3 | 3 | 3.6 | 9 | 98 | 0 | 8 | -1.6
COc1ccc(NC(=O)NCCCN2CCCC2=O)cc1 | 0.2 | 0.0 | 0 | -6 | 9 | 2.4 | -11 | 113 | 21 | 10 | -2.1
CCOC(=O)C1CCN(C(=O)c2ccc(N3CCCC3=O)cc2)CC1 | 0.3 | 0.3 | 11 | -2 | -6 | -1.0 | -6 | 104 | 1 | 9 | -2.3
Cc1ccc(C)c(/C=N/Nc2ccccn2)c1 | 4.1 | 0.8 | -23 | 12 | 5 | 2.2 | -10 | 94 | -19 | -1 | 0.2
CN(/N=C/c1cc([N+](=O)[O-])ccc1O)c1ccccc1 | 3.5 | -2.5 | 10 | -12 | -15 | 3.3 | 359 | 123 | -11 | -5 | 1.0
O=C(NC1CCCCCCC1)C1CCN(c2nc3ccccc3o2)CC1 | 0.6 | -0.3 | 17 | -8 | -5 | 3.1 | -14 | 96 | 21 | -4 | 0.8
Cc1cc(C)n(C(=O)c2ccc(C)c(F)c2F)n1 | 2.8 | -3.5 | -18 | -3 | -6 | 0.6 | -1 | 101 | -9 | 3 | -0.6
CCOC(=O)c1c(C2CCN(C(=O)OCC)CC2)nc2ccccn12 | 0.6 | 0.8 | -11 | 2 | -14 | 1.3 | -6 | 104 | 1 | 7 | -1.4
Cc1cc(C(=O)NN=Cc2ccc(-c3ccc(F)cc3)o2)c(C)o1 | 0.5 | -2.2 | 34 | -2 | -6 | 4.5 | 4 | x | 24 | -12 | 2.9
CNC(=S)N/N=C/c1ccco1 | 1.4 | -0.3 | 6 | -2 | -7 | 3.8 | -19 | 92 | 2 | 6 | -1.2

Compounds as they come; 2.8% or so of the library scored in one or more.
